High-throughput results (PubChem BioAssay)
Eya2 inh – Eya2 (human) phosphatase inhibition; O00167; recombinant Eya2, OMFP fluorescence dephosphorylation (OMFP is methylfluorescein phosphate); Potency, µM (highest dose often 76.9 µM), inactives show top-dose activity, negative = inhibition, actives largely listed as inhibitors; hit rate 0.006% among 330,000; AID 488837; also: potency is read from the fitted curve at half-maximal effect; % is scaled to controls: 0 for no effect and ±100 for the full control effect
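Eya2 protein (added as 0.2 uM solution) was preincubated with compound for 10 min at ambient temperature in 50 mM HEPES pH 7.5, 50 mM NaCl, 5 uM MgCl2, 0.05% BSA, 1 mM DTT. OMFP (added at 50 uM) then reacted 10 min; fluorescence read at 485/525 nm.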
BCR signal inh – inhibitors of chronic active B-cell receptor signaling; ABC-DLBCL IkBa-CBG/CBR reporter, luminescence ratio, 4 h; Potency, µM (top dose mostly 46.1 µM), without a hit: at the top dose ratio change, negative = lower green/red ratio, actives largely listed as inhibitors; hit rate 0.05% among 340,000; active = well fitted inhibition curve with a large enough effect in the signal ratio, with a control signal flat, not every such curve was filed as active; inconclusive = small, poorly fitted or top-dose-only effect, or effect the other way, or a change in a side signal; the % refers to the signal ratio;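 also: potency is read from the fitted curve at half-maximal effect; plate controls were basal doxycycline-induced cells for no effect and cells given 10 µM MG132 for full effect; MG132 reads +100%, hits lower the ratio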
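Compounds up to 46 uM were incubated four hours with TMD8 cells whose green CBG68 luciferase is fused to IkappaBalpha; red CBR luminescence normalised the signal, and concentration-effect curves were fitted to fusion, red and ratio data.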
Tb PFK inh – T. brucei PFK enzyme inhibition | hit rate 0.17% among 330,000 | T. brucei PFK, ADP-Glo luminescence | Potency, µM (doses to about 57.5 µM), for the others: top-dose activity, negative = inhibition, hits mostly inhibitors | AID 485367;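 also: potency is read from the fitted curve at half-maximal effect; 0% = uninhibited 1x PFK enzyme wells and -100% = no-enzyme wells; nearly all actives have a fitted effect of over 60% in size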
Target sequence (O15648 whole entry, looked up): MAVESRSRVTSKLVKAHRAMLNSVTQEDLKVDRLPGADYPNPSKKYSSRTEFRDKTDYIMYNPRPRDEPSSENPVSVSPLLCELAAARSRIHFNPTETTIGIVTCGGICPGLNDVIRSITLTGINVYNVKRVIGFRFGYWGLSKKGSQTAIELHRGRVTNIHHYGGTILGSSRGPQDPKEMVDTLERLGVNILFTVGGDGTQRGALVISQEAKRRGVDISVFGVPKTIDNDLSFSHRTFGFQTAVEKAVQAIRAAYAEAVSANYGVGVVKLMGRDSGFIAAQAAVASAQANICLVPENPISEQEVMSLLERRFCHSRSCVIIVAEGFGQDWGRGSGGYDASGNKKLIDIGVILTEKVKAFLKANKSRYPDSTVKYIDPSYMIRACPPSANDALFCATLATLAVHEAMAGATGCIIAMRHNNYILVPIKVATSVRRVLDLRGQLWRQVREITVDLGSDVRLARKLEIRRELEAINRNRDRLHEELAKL
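In TEA buffer at pH 8.0 with 5 mM MgCl2, enzyme (1.25 nM) converted F6P (0.5 mM) and ATP (0.1 mM) for 45 min at room temperature. ADP product was read by luciferase luminescence.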
AT treatment – candidate therapy for ataxia-telangiectasia | AID 485349 | hit rate 0.19% among 320,000 | […] A-T fibroblasts, KAP-1 phosphorylation AlphaLISA; neocarzinostatin DNA damage 30 min before lysis | Potency, µM (doses to about 57.5 µM), without a hit: at the highest dose activation, most hits filed as activators; also: potency is read from the fitted curve at half-maximal effect; % of control where 0% means no effect; nearly all actives have a fitted effect of over 45% in size
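ATM-like activity read as KAP-1 phosphorylation via AlphaLISA donor/acceptor antibody pairs after lysis and 6 hr at 25C. Cells were ATM-null patient fibroblasts ([…], hTERT), dosed 60 min, then exposed to the DSB inducer NCS for 30 min.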
Mito fusion yeast – blocks mitochondrial division or promotes mitochondrial fusion. hit rate 0.23% among 320,000. Potency, µM (titrated, usually from 46.1 µM), inactives show at the highest dose growth rescue (activation), most hits filed as activators. S. cerevisiae fusion-defective mutant growth rescue, CellTiterGlo 48 h;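 also: potency is read from the fitted curve at half-maximal effect; % of control where 0% means no effect; nearly all actives have a fitted effect of over 45% in size; temperature-sensitive fusion mutants such as fzo1-1 at 37 °C on non-fermentable ethanol glycerol medium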
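Luminescent cell viability in 1536-well qHTS format served as the measure of rescued growth in ts fusion-mutant S. cerevisiae cultured on non-fermentable YPEG for 48 hours at 37C.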
ASM inhibitor – inhibitors of human secretory acid sphingomyelinase. P17405. hit rate 0.006% among 340,000. Potency, µM (series often up to 57.5 µM), for inactives: at the top dose activity change, negative = inhibition, hits mostly inhibitors. placental ASM, HMU-PC fluorogenic substrate, 60 min; also: potency is read from the fitted curve at half-maximal effect
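qHTS format. ASM enzyme prepared from human placenta hydrolyses the fluorogenic substrate HMU-PC0 (9 uM final) over 60 min at 37 °C after a 10 min compound preincubation.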
PTAP TSG101 blk – blocks PTAP/TSG101 interaction to inhibit HIV-1 budding; Q99816; Potency, µM (top dose mostly 115 µM), without a hit: at the top dose activity change, negative = inhibition, most hits filed as inhibitors; AID 493005; Fluorescence polarization, FITC-PTAP peptide / Tsg101 binding; 340,000 tested, under 10 active; active = well fitted inhibition curve with a large enough effect in the main read-out, with a control signal flat, not every such curve was filed as active; inconclusive = small, poorly fitted or top-dose-only effect, or effect the other way, or a change in a side signal; inactive = no such curve, though single readings can be large or run the other way; also: potency is read from the fitted curve at half-maximal effect; % of control where 0% means no effect
Target sequence (Q99816 whole entry, looked up): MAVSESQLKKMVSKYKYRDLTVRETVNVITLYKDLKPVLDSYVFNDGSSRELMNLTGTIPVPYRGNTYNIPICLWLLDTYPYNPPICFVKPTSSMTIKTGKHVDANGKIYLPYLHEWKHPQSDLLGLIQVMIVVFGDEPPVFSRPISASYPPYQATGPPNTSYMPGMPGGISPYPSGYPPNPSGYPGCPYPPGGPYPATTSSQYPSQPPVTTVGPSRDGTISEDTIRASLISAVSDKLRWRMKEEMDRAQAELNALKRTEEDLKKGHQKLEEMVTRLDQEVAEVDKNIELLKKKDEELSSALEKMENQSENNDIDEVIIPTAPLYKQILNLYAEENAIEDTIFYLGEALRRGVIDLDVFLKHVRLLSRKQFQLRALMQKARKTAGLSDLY
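Fluorescence anisotropy tracks displacement of a FITC-tagged PTAP peptide (50 nM) from the Tsg101 binding domain (10 uM), following a 20 min room-temperature incubation at pH 7.5.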
ELG1 DNA repair – ELG1-dependent DNA repair inhibition; HEK293T ELG1-luciferase reporter, luminescence, 16 h; DNA damage induced by 5-fluorouridine; Potency, µM (highest dose often 46.1 µM), for the others: at the highest dose activity change, negative = inhibition, actives largely listed as inhibitors; hit rate 2.3% among 330,000; AID 504467; also: potency is read from the fitted curve at half-maximal effect; % is scaled to controls: 0 for no effect and ±100 for the full control effect; nearly all actives have a fitted effect of over 55% in size
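HEK293T cells expressing luciferase-tagged ELG1 (2,000/well) received 5-Fluorouridine plus compound or DMSO for 16 hr at 37 °C. Luciferase was read by ONE-Glo luminescence after 30 min at room temperature.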
TSHR antagonist – blocks TSH signaling through the human TSH receptor; P16473; TSHR-expressing cells, TSH-stimulated cAMP HTRF, 2 h; stronger effect = lower value; activity change, negative = inhibition, % at 11.5 µM; hit rate 0.2% among 330,000; AID 504810;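 active = activity change below a set negative limit, meaning inhibition stronger than a set level, cut at about -70% in these data; inconclusive = activity change between two set negative limits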; also: % is scaled to controls: 0 for no effect and ±100 for the full control effect
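Inhibition of cAMP made by TSHR-expressing cells under TSH stimulation (4nM final, EC80; 2 h, 37 deg C) is quantified with a one-step lysis HTRF kit, anti-cAMP cryptate versus cAMP-d2.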
Integrin act MD – integrin-mediated muscular dystrophy alleviation activation; Potency, µM (highest dose often 38.3 µM), without a hit: at the top dose activation, usual class: activators; AID 624291; alpha7betagal myoblasts, beta-gal FDG fluorescence, 48 h; hit rate 0.064% among 350,000;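 also: potency is read from the fitted curve at half-maximal effect; 100% = response of the positive control SU9516; nearly all actives have a fitted effect of over 60% in size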
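Alpha7betagal+/- myoblasts (passage 13) were plated 16-24 hr, then exposed to compounds (1:260 dilution of DMSO stock) for 48 hours at 37C. After MPER lysis, β-galactosidase reporter activity was read as FDG fluorescence (ex 480/em 540) after 30 minutes.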
TCR activator – T cell receptor activation; primary human leukocytes, anti-CD3, IL-2 HTRF, 48 h; 330,000 tested, under 10 active; Potency, µM (top dose mostly 9.22 µM), without a hit: at the top dose activation of IL-2 secretion, usual class: activators; also: % of control where 0% means no effect
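Readout: HTRF IL-2, Eu-cryptate/d2 antibody pair, 320nm excitation, 665nm emission. Stimulus: a-CD3 beads, no co-stimulation. Cells: primary human leukocytes. Exposure: 48 hr with compound.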
* marks the source's active call; other numbers are inactive results; ? = inconclusive; / = not tested or not shown; [ ] = dose if it differs, or a comment. Unless noted, calls follow the shape of the dose curve; as a rule, active = well fitted curve in the direction sought with a large enough effect; inconclusive = small, poorly fitted or top-dose-only effect, or another doubt; inactive = no such curve, though single readings can be large; an effect the other way counts as inactive or inconclusive.

Structure	Eya2 inh	BCR signal inh	Integrin act MD	PTAP TSG101 blk	ELG1 DNA repair	TSHR antagonist	Tb PFK inh	ASM inhibitor	Mito fusion yeast	AT treatment	TCR activator
O=c1c(Cc2c(F)cccc2Cl)c(O)ccn1C1CCCCCC1	7%	4%	-22%	-4%	12%	5	-2%	-3%	7%	-3%	3%
C[C@]12CCC(=O)C=C1CC[C@@H]1[C@@H]2[C@@H](O)C[C@]2(C=O)[C@@H](C(=O)CO)CC[C@@H]12	-11%	-19%	/	1%	13%	1	0%	-2%	-3%	24%	5%
Cc1ccc(C(=O)NC2CCS(=O)(=O)C2)cc1S(=O)(=O)N1CCCC1 (configuration not stated)	4%	1%	21%	0%	-2%	-2	2%	3%	-2%	-7%	4%
Cc1ccc(S(=O)(=O)Nc2ccccc2C(O)c2ccccc2)cc1 (configuration not stated)	-10%	?	0%	1%	?	0	-1%	0%	-2%	-1%	-3%
CCn1c(N)c(C(=O)N2CCOCC2)sc1=S	10%	-6%	16%	-1%	2%	-6	-21%	-2%	-1%	-5%	1%
CCN(CC)C(=O)[C@H]1C[C@H](CC(=O)NCc2ccco2)C(=O)N2CCc3c([nH]c4cc(-c5ccco5)ccc34)[C@]12C	0%	?	-4%	-3%	18µM*	31	-9%	?	/	10%	2%[46.1 µM]
CC[C@H]1OC(=O)[C@H](C)[C@@H](O[C@H]2C[C@@](C)(OC)[C@@H](O)[C@H](C)O2)[C@H](C)[C@@H](O[C@@H]2O[C@H](C)C[C@H](N(C)C)[C@H]2O)[C@](C)(O)C[C@@H](C)[C@@H]2N[C@@H](COCCOC)O[C@H]([C@H]2C)[C@]1(C)O	-17%	?	/	0%	5%	44	0%	4%	17%	/	-5%
CCOc1ccc2[nH]c(=O)c(CN(Cc3cccs3)C(CC)c3nnnn3C(C)(C)CC)cc2c1 (configuration not stated)	-9%	2%	-10%	0%	?	-5	-4%	29%	10%	14%	7%
Cc1nc(N2CCN(c3ccccn3)CC2)c2c(C)c(C(=O)Nc3ccc(F)cc3Cl)sc2n1	3%	6%	8%	-3%	?	-7	-4%	-6%	5%	-2%	-5%
CCOC(=O)c1ccc(NC(=O)CCNS(=O)(=O)c2cccs2)cc1	-1%	22%	-10%	1%	1%	9	-2%	-3%	-8%	1%	7%
CN=c1scc(-c2ccccc2F)n1/N=C(\C)c1cccnc1	-1%	-27%	-28%	-10%	?	-21	?	7%	-2%	7%	2%
CCN1CCN(CCCNC(=O)C2CCN(c3nnc(-n4cccc4)s3)CC2)CC1	-2%	4%	-16%	3%	?	5	4%	4%	2%	4%	-3%
CCOC(=O)C1CCCN(Cc2cc(=O)oc3cc(C)c(C(C)C)cc23)C1 (configuration not stated)	-5%	15%	-2%	-2%	?	-5	-4%	-2%	5%	3%	2%
CCOC(=O)NC(=S)Nc1ccc(OC)cc1	-4%	4%	-25%	-2%	?	-2	1%	2%	0%	0%	-11%
CC1(C)CC(=O)CC2(C1)NCC(c1ccccc1)c1c2[nH]c2ccccc12 (configuration not stated)	-2%	?	-17%	-1%	?	-4	1%	-2%	1%	-1%	-2%
O=C(Cc1cccs1)N[C@@H]1c2ccccc2CC[C@@H]1OCc1ccccc1	1%	-2%	-9%	-3%	16%	6	0%	-1%	/	-1%	3%[46.1 µM]
O=C(NCC(c1ccco1)N1CCCC1)c1cc2ccccc2s1 (configuration not stated)	-8%	4%	-17%	-2%	1%	-1	-4%	1%	2%	-2%	-3%
O=C1/C(=C/c2ccccc2)N=C(N2CCOCC2)N1c1cccc(Cl)c1	-7%	?	-21%	1%	?	-24	4%	/	7%	15%	3%
CN1CCN(CCC(=O)Nc2ccc(C3CCCC3)cc2)CC1	1%	-2%	-22%	2%	-12%	7	-1%	-3%	0%	-1%	1%
O=[N+]([O-])c1ccc(OCCO)nc1	6%	-3%	12%	-2%	10%	-7	-2%	5%	4%	-2%	-2%
Cc1cc(N/N=C/c2ccccc2)nc(N)n1	-1%	?	?	-6%	?	4	-2%	3%	-4%	-7%	0%
CCOC(=O)C1CCCN(C(=O)c2cc(-c3ccc(C)cc3)on2)C1 (configuration not stated)	-14%	?	16%	-11%	?	-16	0%	2%	5%	6%	/
O=C(CNC(=O)c1ccccc1)Oc1ccc([N+](=O)[O-])cc1	7%	1%	5%	1%	3%	-9	0%	0%	-1%	-3%	1%
Cc1ccccc1NC(=O)CN1C(=O)NC2(CCCCCCC2)C1=O	16%	1%	-13%	-1%	-4%	15	0%	1%	-1%	-5%	-8%
O=C(CCc1nc(-c2ccccc2)no1)Nc1cc(C(F)(F)F)ccc1Cl	8%	?	-13%	-6%	?	-2	0%	-17%	20%	28%	5%
CC(NCC(=O)NC(=O)NC1CCCC1)c1ccc(Cl)cc1Cl (configuration not stated)	-24%	-1%	11%	-6%	?	-3	0%	-3%	-3%	7%	-1%
CC(NC(=O)OCc1ccccc1)C(=O)NCC(=O)NC(Cc1ccc(OC(C)(C)C)cc1)C(=O)OC(C)(C)C (configuration not stated)	-17%	-14%	24%	-4%	?	-4	-5%	-3%	-5%	1%	6%
CCCCCc1ccc(C(=O)CCC(=O)OCC(=O)N(CC)c2c(N)n(Cc3ccccc3)c(=O)[nH]c2=O)cc1	7%	?	-56%[inhibitor]	-1%	-11%	-11	2%	-17%	8%	-5%	-3%
CCOC(=O)COc1ccc(S(=O)(=O)NCc2ccco2)cc1	5%	8%	-2%	-8%	-1%	-8	-9%	2%	4%	-2%	/
COc1ccc(N2C(=O)CC(N3CCC(c4nc5ccccc5[nH]4)CC3)C2=O)cc1 (configuration not stated)	-1%	0%	2%	-5%	-5%	-1	0%	2%	-5%	7%	3%
Cc1ccc(F)cc1NCC(=O)Nc1ccc(Cl)cc1F	-2%	-18%	-1%	-3%	5%	-1	-4%	-1%	0%	-3%	8%[46.1 µM]
Cc1ccc(C(=O)Nc2ccc(S(=O)(=O)N3CCN(C)CC3)cc2)o1	-14%	2%	23%	-7%	26%	11	4%	-2%	2%	/	-2%
COc1ccc(S(=O)(=O)N2CCOCC2)cc1NC(=O)c1cc2c(s1)CCCC2	-8%	?	-13%	-7%	16µM*	8	1%	2%	9%	8%	-7%[46.1 µM]
CC1CN(S(=O)(=O)c2ccc(C(=O)N(CCCN(C)C)c3nc4cc5c(cc4s3)OCCO5)cc2)CC(C)O1 (configuration not stated)	13%	-2%	-8%	-2%	13%	6	3%	-2%	-6%	-2%	-1%
CCC(=O)Nc1sc2c(c1C(N)=O)CCN(Cc1ccccc1)C2	-6%	0%	-22%	-2%	?	6	1%	252%[activator]	-1%	27%	7%
CC(O)c1nc2ccccc2n1CCCOc1ccccc1 (configuration not stated)	-11%	-7%	-7%	-7%	-6%	3	-3%	-1%	1%	-2%	-1%
CN1C(=O)[C@H](Cc2ccc([N+](=O)[O-])cc2)NC1=S	20%	?	-10%	-2%	0%	-2	-10%	-1%	15%	6%	5%
O=c1c(S(=O)(=O)c2ccc(Cl)cc2)cn(Cc2cccc(F)c2)c2ccc(F)cc12	-12%	?	?	-6%	-15%	-8	4%	-1%	5%	-2%	3%[46.1 µM]
O=C(COC(=O)c1ccc2ncsc2c1)Nc1ccc(OC(F)(F)F)cc1	5%	-12%	-22%	-1%	?	9	-3%	-6%	/	-4%	3%

Two compounds from above, reduced to BCR signal inh, AT treatment and TCR activator:
structure	BCR signal inh	AT treatment	TCR activator
Cc1ccc(F)cc1NCC(=O)Nc1ccc(Cl)cc1F	-18%	-3%	8%[46.1 µM]
Cc1ccc(C(=O)Nc2ccc(S(=O)(=O)N3CCN(C)CC3)cc2)o1	2%	/	-2%
